Bioassay records (PubChem)
KCNH2 WT inh = qHTS for Inhibitors of KCHN2 3.1: Wildtype qHTS; Voltage-gated inwardly rectifying potassium channel KCNH2 (Homo sapiens), Q12809; U2OS, BacMam KCNH2, thallium flux FluxOr; active compounds read low; activity change, % at 1.84 µM; 0.37% of 340,000 active; AID 720551, 2013;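 active means maximum activity change below -70%; inconclusive means maximum activity change between -70% and -50%; inactive means maximum activity change above -50%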; further: on the % scale 0 is the no-effect control and ±100 the full control effect
Target sequence (Q12809 whole entry, looked up): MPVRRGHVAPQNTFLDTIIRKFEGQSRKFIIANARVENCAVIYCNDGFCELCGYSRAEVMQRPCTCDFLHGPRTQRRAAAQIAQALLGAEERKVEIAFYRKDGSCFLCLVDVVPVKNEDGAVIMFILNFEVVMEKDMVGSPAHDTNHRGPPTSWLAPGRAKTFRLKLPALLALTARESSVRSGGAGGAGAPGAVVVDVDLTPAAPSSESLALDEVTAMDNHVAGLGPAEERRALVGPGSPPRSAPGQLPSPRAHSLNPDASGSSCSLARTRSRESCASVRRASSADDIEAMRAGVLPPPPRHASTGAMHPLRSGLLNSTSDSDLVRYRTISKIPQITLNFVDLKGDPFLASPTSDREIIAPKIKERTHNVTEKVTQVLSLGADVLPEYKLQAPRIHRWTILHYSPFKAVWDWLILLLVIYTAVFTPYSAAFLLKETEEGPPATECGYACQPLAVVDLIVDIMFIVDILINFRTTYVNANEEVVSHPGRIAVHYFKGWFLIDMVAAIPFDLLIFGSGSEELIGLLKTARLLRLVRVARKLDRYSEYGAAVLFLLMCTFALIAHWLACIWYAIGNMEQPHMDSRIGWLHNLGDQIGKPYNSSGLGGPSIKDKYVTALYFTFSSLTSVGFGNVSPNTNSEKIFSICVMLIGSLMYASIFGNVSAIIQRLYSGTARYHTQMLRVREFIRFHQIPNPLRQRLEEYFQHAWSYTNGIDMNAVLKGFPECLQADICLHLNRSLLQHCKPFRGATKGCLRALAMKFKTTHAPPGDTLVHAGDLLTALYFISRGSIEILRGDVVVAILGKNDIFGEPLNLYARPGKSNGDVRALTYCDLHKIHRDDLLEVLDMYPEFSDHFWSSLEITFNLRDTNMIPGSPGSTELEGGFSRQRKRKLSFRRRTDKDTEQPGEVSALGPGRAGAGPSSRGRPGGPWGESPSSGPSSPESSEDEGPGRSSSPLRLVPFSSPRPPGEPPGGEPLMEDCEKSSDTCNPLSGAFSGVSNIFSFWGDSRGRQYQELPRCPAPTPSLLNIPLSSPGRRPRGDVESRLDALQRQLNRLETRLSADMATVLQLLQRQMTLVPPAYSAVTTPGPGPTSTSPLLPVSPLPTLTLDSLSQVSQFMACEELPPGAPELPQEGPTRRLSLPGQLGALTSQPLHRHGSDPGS
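U2OS cells were transduced with wild-type KCNH2 virus (2.03 x 10^8 / mL) for 4 h at room temperature, then cultured overnight at 37 C. Thallium flux was read with FluxOr dye. Rate constants were normalized to DMSO controls.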
Coupling enz = qHTS Assay for Inhibitors of Fructose-1,6-bisphosphate Aldolase from Giardia Lamblia: Coupling assay counterscreen; coupling enzyme system counterscreen, AmpLite Red fluorescence; AID 2472, 2010; activity change, negative = inhibition, % at 58.2 µM, hits read low; 0.67% of 290,000 active; in the data active means activity change below about -30%; further: on the % scale 0 is the no-effect control and ±100 the full control effect
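Compounds tested against the coupling enzymes alone at 57.5 uM final; readout was AmpLite Red fluorescence (525/598 nm) after 20 min at RT.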
Integrin act MD = qHTS for Activators of Integrin-Mediated Alleviation for Muscular Dystrophy; alpha7betagal myoblasts, beta-gal FDG fluorescence, 48 h; Potency, µM (series often up to 38.3 µM), for the others: top-dose activation, usual class: activators; 0.064% of 350,000 active;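 further: potency means the concentration at half of the fitted maximal effect; 100% = response of the positive control SU9516; nearly all actives have a fitted effect of over 60% in size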
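alpha7betagal+/- myoblasts (passage 13, 250/well) treated 48 h at 37C with compounds at 1:260 dilution of DMSO stock. Lysed, then beta-galactosidase activity read as FDG fluorescence (ex 480/em 540) after 30 min, with pre-read for autofluorescence.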
AT treatment = qHTS Assay for Identifying a Potential Treatment of Ataxia-Telangiectasia. […] A-T fibroblasts, KAP-1 phosphorylation AlphaLISA; neocarzinostatin DNA damage 30 min before lysis. Potency, µM (top dose mostly 57.5 µM), for inactives: at the highest dose activation, most hits filed as activators. 0.19% of 320,000 active. AID 485349, 2010; further: potency means the concentration at half of the fitted maximal effect; % of control where 0% means no effect; nearly all actives have a fitted effect of over 45% in size
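ATM-like activity read as KAP-1 phosphorylation via AlphaLISA donor/acceptor antibody pairs after lysis and 6 hr at 25C. Cells were ATM-null patient fibroblasts ([…], hTERT), dosed 60 min, then exposed to the DSB inducer NCS for 30 min.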
CXXC DNA block = qHTS Fluorescence Polarization Assay for Inhibitors of MLL CXXC domain - DNA interaction. Histone-lysine N-methyltransferase 2A (Homo sapiens), Q03164. AID 2662, 2010. MLL-CXXC / FITC-HOXA9 DNA fluorescence polarization. Potency, µM (titrated, usually from 115 µM), for the others: at the top dose activity change, negative = inhibition, usual class: inhibitors. 0.037% of 290,000 active; active means well fitted inhibition curve with a large enough effect in the polarisation, with a control signal flat, not every such curve was filed as active; inconclusive means small, poorly fitted or top-dose-only effect, or effect the other way, or a change in a side signal; inactive means no such curve, though single readings can be large or run the other way; the % refers to the polarisation; further: potency means the concentration at half of the fitted maximal effect
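Steps: dispense CXXC domain solution (7 uM) → pin compounds or unlabeled HOX-A9 DNA control → 5 min ambient → add FLSN-HOX-A9 solution (50 nM) → spin → 30 min ambient → fluorescence polarization. Tris pH 7.5/NaCl/DTT/BSA buffer.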
MBNL1 CUG block = qHTS Assay for Inhibitors of MBNL1-poly(CUG) RNA binding. TR-FRET MBNL1-His/biotin-(CUG)12 binding, 665/545 ratio. Muscleblind-like protein 1 (Homo sapiens), Q9NR56. 0.036% of 280,000 active. Potency, µM (top dose mostly 57.5 µM), without a hit: at the top dose activity change, negative = inhibition, actives largely listed as inhibitors; active means well fitted inhibition curve with a large enough effect in the signal ratio, with a control signal flat, not every such curve was filed as active; inconclusive means small, poorly fitted or top-dose-only effect, or effect the other way, or a change in a side signal; inactive means no such curve, though single readings can be large or run the other way; the % refers to the signal ratio; further: potency means the concentration at half of the fitted maximal effect; on the % scale 0 is the no-effect control and ±100 the full control effect
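His-tagged MBNL1 binding to biotinylated (CUG)12 RNA was measured by TR-FRET using terbium anti-His antibody (0.055 ng/ul final) and streptavidin-XL665 (5 nM final). Compounds were titrated 92 nM to 58 uM; 60 min at room temperature.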
KCNH2 3.1 inh = qHTS for Inhibitors of KCHN2 3.1: Mutant qHTS; U2OS KCNH2 3.1, thallium flux FluxOr; active compounds read low; activity change, % (tested at about 1.8 µM); 0.95% of 340,000 active; AID 720553, 2013;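 active means maximum activity change below -70%; inconclusive means maximum activity change from -70% to -50%; inactive means maximum activity change above -50%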;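 further: thallium influx rate constant from kinetic fluorescence after stimulation buffer; on the % scale 0 is the no-effect control and ±100 the full control effect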
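Thallium flux read-out: FluxOr dye with Red40 quencher in HBSS/HEPES, 45 min at RT. Rate constants from kinetic reads were normalized to positive and negative DMSO controls. Cells: U2OS virally expressing the 3.1 isoform.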
TRPV1 ag = HTS Assay for Compounds that Act as Agonists of the Vanilloid Receptor 1. Transient receptor potential cation channel subfamily V member 1 (Homo sapiens), Q8NER1. TRPV1-expressing cells, Fluo-8 calcium influx, agonist mode. activation, % at 8.33 µM. 0.19% of 320,000 active. AID 540275, 2011; in the data active means activation above about 80%; inconclusive means between about 30% and that limit; further: 0% is about no effect
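TRPV1-expressing cells were cultured overnight at 35.5C and loaded with Fluo-8 calcium dye for 40 to 90 min at room temperature. After a 10 s baseline, compound was added and calcium influx was read kinetically for 3 min (ex 480/em 520 nm).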
S-ASM inh = Inhibitors of Secretory Acid Sphingomyelinase (S-ASM): qHTS; placental ASM, HMU-PC fluorogenic substrate, 60 min; Potency, µM (top dose mostly 57.5 µM), for inactives: at the top dose activity change, negative = inhibition, actives largely listed as inhibitors; 0.006% of 340,000 active; AID 504937, 2011; further: potency means the concentration at half of the fitted maximal effect
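HMU-PC0 cleavage (9 uM final) by human placental ASM, 60 min at 37 °C following 10 min compound exposure at RT; stopped at pH 10, fluorescence Ex 386/Em 447 nm.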
GALK inhibitor = qHTS Assay for Inhibitors of Human Galactokinase (GALK) | Purified GALK, Kinase-Glo residual ATP luminescence | Potency, µM (titrated, usually from 57.5 µM), without a hit: at the top dose activity change, negative = inhibition, usual class: inhibitors | 0.007% of 270,000 active | AID 1868, 2009; further: potency means the concentration at half of the fitted maximal effect; on the % scale 0 is the no-effect control and ±100 the full control effect
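Kinase-Glo Plus luminescence measured ATP left after a 1 h room-temperature reaction. The reaction used 5 nM GALK, 100 uM galactose and 35 uM ATP at pH 8.0 (20 mM HEPES, 5 mM MgCl2, 60 mM NaCl, 1 mM DTT, 0.01% BSA).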
The depositor's hits bear a star; i = inactive; ? = inconclusive; · = no result given; & = joins results of further samples; [ ] = another dose, or the depositor's remark. Unless noted, the call rests on the fitted dose curve; in most records, active means well fitted curve in the direction sought with a large enough effect; inconclusive means small, poorly fitted or top-dose-only effect, or another doubt; inactive means no such curve, though single readings can be large; an effect the other way counts as inactive or inconclusive.

1	Cc1ccnc(N2CCC(C(=O)Nc3ccc4c(c3)CCC4)CC2)n1
2	C[C@@H]1CN([C@@H](C)CO)C(=O)c2cccc(NC(=O)C3CCOCC3)c2O[C@H]1CN(C)S(=O)(=O)c1ccc(Cl)cc1
3	O=C(C[n+]1ccc(C(=O)NCc2ccccc2)cc1)c1ccc(OC(F)F)cc1
4	COc1cccc(CNC(=O)CCC2CCCN(C(=O)c3ccccc3N(C)C)C2)c1 (stereo not drawn)
5	O=C(/C=C/c1c(F)cccc1Cl)Nc1cccnc1
6	Cc1ccc(C(=O)NCCNC(=O)CN2CCCC2)cc1
7	C#CCOCCOCCOCCNc1nc(N2CCN(C(=O)Cn3cc(CCO)nn3)CC2)nc(N2CCN(C(=O)[C@H](C)n3cc(CCCN=C(N)N)nn3)CC2)n1
8	CCOc1ccc(N2C(=O)C(CC(=O)Nc3ccccc3)N(Cc3ccccn3)C2=S)cc1 (stereo not drawn)
9	Cc1ccc(S(=O)(=O)NCC(=O)OCc2cc(=O)oc3cc(C)ccc23)cc1
10	O=[N+]([O-])c1ccc(N=NNc2ccc([N+](=O)[O-])cc2)cc1

assay / entry	1	2	3	4	5	6	7	8	9	10
KCNH2 WT inh	-12	4	-10	4	-1	-10	-2	-2	2	0
Coupling enz	1	·	2	·	0	-1	·	0	·	·
Integrin act MD	-7%	19%	20%	-19%	?	5%	10%	-60%[inhibitor]	1%	21%
AT treatment	-5%	1%	-3%	-17%	-9%	-4%	·	-2%	4%	·
CXXC DNA block	2%	·	6%	-7%	3%	9%	·	-3%	·	·
MBNL1 CUG block	48%[activator]	·	?	-3%	15%	-7%	·	-1%	·	·
KCNH2 3.1 inh	-7	-20	-6	0	24	8	27	20	2	9
TRPV1 ag	-4	·	5	?	?	0	·	0	2	·
S-ASM inh	0%	3%	0%	1%	4%	2%	21%	-8%	2%	-3%
GALK inhibitor	-1%	·	1%	-6%	2%	0%	·	-1%	·	·

11	COc1ccc(NC(=O)CSc2nn3c(=O)c(C)nnc3s2)cc1
12	CCC(=O)N1CCN(c2ccc(NC(=O)COc3ccc(C)cc3C)cc2)CC1
13	O=C(NNC(=S)Nc1ccccc1)c1cc(Br)ccc1Cl
14	Cc1ccc(-n2c3c(cc(C(=O)NCCCN4CCOCC4)c2=O)C(=O)CC(C)(C)C3)cc1
15	Cc1ccc(/C=C/S(=O)(=O)Nc2ccc(C)cc2)cc1
16	Cc1cc(NC(=O)CSc2nc(C(C)C)nc3c2c(=O)n(C)c(=O)n3C)no1
17	C=CCSc1nc2[nH]ncc2c(=O)[nH]1
18	CCC(C)NC(=S)Nc1ccc(C(=O)OC)cc1 (stereo not drawn)
19	Cc1csc(NC(=O)Nc2cccc(Cl)c2)n1
20	COc1ccc(C(=O)CSc2nccn2C)c(OC)c1

assay / entry	11	12	13	14	15	16	17	18	19	20
KCNH2 WT inh	2	-7	-2	4	8	-7	2	-2	8	17
Coupling enz	1	0	·	1	2	0	0	3	-4	·
Integrin act MD	9%	-10%	11%	12%	7%	-8%	?	-44%	-24%	6%
AT treatment	0%	3%	3%	4%	-1%	-2%	1%	6%[11.5 µM]	2%	-5%
CXXC DNA block	14%	-15%	5%	2%	-8%	7%	6%	36%[activator]	1%	1%
MBNL1 CUG block	-3%	-8%	2%	-11%	-1%	-2%	·	-16%	1%	3%
KCNH2 3.1 inh	-8	27	·	5	-9	-13	-4	19	7	-11
TRPV1 ag	-6	6	-1	9	15	-3	-1	?	10	-2
S-ASM inh	5%	1%[11.5 µM]	-2%	-6%	0%	-1%	3%	0%	-7%	2%
GALK inhibitor	1%	-4%	-1%	0%	5%	2%	3%	0%	-3%	-3%

Part of the list above, with two lines to a compound.
Order of results – KCNH2 WT inh	Coupling enz	Integrin act MD	AT treatment	CXXC DNA block	MBNL1 CUG block	KCNH2 3.1 inh	TRPV1 ag	S-ASM inh	GALK inhibitor
19. Cc1csc(NC(=O)Nc2cccc(Cl)c2)n1
 : 8	-4	-24%	2%	1%	1%	7	10	-7%	-3%
20. COc1ccc(C(=O)CSc2nccn2C)c(OC)c1
 : 17	·	6%	-5%	1%	3%	-11	-2	2%	-3%

(continued)
21	O=C1/C(=C\c2cccc([N+](=O)[O-])c2O)SC(=S)N1Cc1ccccc1
22	COc1ccc2nc(SCC(N)=O)[nH]c2c1
23	Cn1c(SCC(=O)N2CC(=O)Nc3ccccc32)nnc1C(F)(F)F
24	COc1ccc2cc3cc(C(=O)NCCN4CCc5ccccc5C4)oc3nc2c1
25	CC(C)N1CC(O)=C(c2nc3ccccc3[nH]2)C1=N
26	CCC(CO)Oc1cc(NCc2cc(C)cc(C)c2)c2ncn(C(C)C)c2c1 (stereo not drawn)
27	CCOC(=O)Cn1c(CN2CCOCC2)nc2c1c(=O)[nH]c(=O)n2C
28	O=C1/C(=C/c2ccc(Cl)cc2)NC(=S)N1Cc1cccnc1
29	Cn1c(C(=O)Nc2ccc3c(c2)OCO3)cc2c(=O)n(C)c3ccccc3c21
30	S=c1cnc2ccccc2[nH]1

assay / entry	21	22	23	24	25	26	27	28	29	30
KCNH2 WT inh	-8	-21	-12	16	3	-14	1	11	1	3
Coupling enz	2	0	·	-1	-5	·	1	3	0	4
Integrin act MD	12%	12%	8%	0%	13%	-2%	17%	12%	-7%	7%
AT treatment	-16%	-1%	-11%	1%	4%	-1%	2%	0%	2%	5%
CXXC DNA block	23%	-9%	·	19%	-18%	·	2%	-2%	19%	8%
MBNL1 CUG block	?	-5%	·	?	-9%	·	-13%	8%	14%	?
KCNH2 3.1 inh	-1	-9	-17	1	1	-4	-12	16	10	·
TRPV1 ag	-3	-1	0	-2	-1	·	2	15	8	-2
S-ASM inh	-18%	0%	7%	169%[activator]	3%	-3%	-1%	1%	56%[activator]	2%
GALK inhibitor	·	-5%	·	-1%	4%	·	0%	5%	3%	-2%

31	COc1ccc(N=N/C(C(C)=O)=C(/C)O)cc1
32	COc1cccc(CN(C)C(=O)C(Cc2ccccc2)NC(=O)c2ccccc2)c1OC (stereo not drawn)
33	CCCc1cc(=O)oc2c(CN3CCCC3)c(O)c(Cl)cc12
34	CC(C)Oc1ccc(CN2CCCC(CO)(Cc3ccccc3)C2)cc1CO (stereo not drawn)
35	CCN1C(=NCc2cc(OC)c(OC)c(OC)c2)N[C@@H](c2ccccc2)[C@H](C(=O)OC)[C@H]1C
36	O=c1ccc(/C=C/c2ccccc2)nn1Cc1ccccc1Cl

assay / entry	31	32	33	34	35	36
KCNH2 WT inh	-4	1	-4	43	·	-2
Coupling enz	2	·	1	1	2&1	0
Integrin act MD	?	4%	-1%[7.66 µM]	-27%	·	-19%
AT treatment	-6%	1%	25%	5%	-1%&30%	·
CXXC DNA block	5%	·	-7%	1%	11%&-9%	4%
MBNL1 CUG block	?	·	53%[activator]	-8%	-1%&-9%	-11%
KCNH2 3.1 inh	0	7	0	-6	·	·
TRPV1 ag	21	?	-2	-2	3&0	8
S-ASM inh	-11%	-1%	i	4%	·	-3%
GALK inhibitor	2%	·	4%	1%	·	0%

Values in list order from the entries so far:
KCNH2 WT inh, entries 31 to 36 → -4, 1, -4, 43, ·, -2
MBNL1 CUG block, entries 31 to 36 → ?, ·, 53%[activator], -8%, -1%&-9%, -11%
